# Bioassay records deposited in PubChem BioAssay by The Scripps Research Institute Molecular Screening Center.
# GBA activity up = GBA activity enhancers in patient fibroblasts, primary screen, cell-based; L444P Gaucher fibroblasts, 4-MU-glucoside fluorescence, 3 days; activation, % at 10 µM; actives 0.44% (n = 30,000); in the data active = activation above about 65%;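 note: 0% = vehicle wells and 100% = positive control wells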
# Target sequence (P04062 whole entry L483P): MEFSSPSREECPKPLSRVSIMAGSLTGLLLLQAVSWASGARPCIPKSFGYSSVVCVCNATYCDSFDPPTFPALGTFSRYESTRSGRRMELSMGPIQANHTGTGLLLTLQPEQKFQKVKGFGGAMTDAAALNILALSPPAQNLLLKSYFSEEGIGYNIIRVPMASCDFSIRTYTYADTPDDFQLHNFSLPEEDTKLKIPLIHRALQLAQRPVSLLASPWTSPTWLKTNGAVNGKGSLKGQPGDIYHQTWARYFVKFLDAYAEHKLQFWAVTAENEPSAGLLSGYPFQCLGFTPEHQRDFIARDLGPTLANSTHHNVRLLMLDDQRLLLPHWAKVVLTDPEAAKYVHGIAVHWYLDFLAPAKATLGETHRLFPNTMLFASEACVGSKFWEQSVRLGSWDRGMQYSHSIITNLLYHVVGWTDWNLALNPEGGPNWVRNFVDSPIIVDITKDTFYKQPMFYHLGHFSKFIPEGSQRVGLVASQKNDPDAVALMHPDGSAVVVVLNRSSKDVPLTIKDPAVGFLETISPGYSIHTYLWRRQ
# The depositor's hits bear a star. Only part of the results is shown; rates above refer to the full screens.
canonical_smiles,GBA activity up
Cc1cccc(Cn2c(C(C)O)nc3ccccc32)c1 (stereo not given),-16.8
Nn1cnnc1SC1CCCCC1NS(=O)(=O)c1ccccc1 (stereo not given),-42.5
CCCN1C2=NCCN2c2cc(C)c(C)cc21,-14.9
O=C(Nc1cc(=O)c2ccccc2o1)N1CCOCC1,-9.1
Cc1ccc(-n2c(O)cnc2Nc2nc(C)cc(C)n2)cc1,0.9
COCCSc1ccccc1C(=O)Nc1ccncc1,9.4
CCOCC(=O)Nc1cc(-c2cn3cccnc3n2)ccc1C,-39.5
O=C(NCC(=O)N(CCN1CCOCC1)C(C(=O)NC1CCCC1)c1cccnc1)c1cccs1 (stereo not given),-5.8
O=C(Cc1ccc(Cl)cc1)NCC(=O)N1CCCC1,-11.0
Cn1c(SCC(=O)Nc2nccs2)nnc1C12CC3CC(CC(C3)C1)C2,0.1
COc1ccc(C2CCCN2C(=O)Nc2cccc(C(C)=O)c2)cc1OC (stereo not given),-14.7
COc1ccccc1C1/C(=C(/O)c2ccccc2)C(=O)C(=O)N1CCO (stereo not given),-1.7
O=C(Nc1ccc(Br)cc1Cl)c1cnccn1,-3.4
COc1cc(C2C3=C(CC(C)(C)CC3=O)N(C)C(=O)N2C)cc(OC)c1OC (stereo not given),-32.3
C=CCOc1c(Br)cc(CNn2nnnc2N)cc1OCC,-8.9
CCC(O)c1cc2c(cc1NC(=O)c1cccs1)OCCO2 (stereo not given),-18.3
COc1ccccc1N1CCN(C(=O)c2cc(-c3ccc(Cl)cc3)on2)CC1,-10.3
Cc1csc(NC(=O)CSc2nc(C(C)C)nc3c2c(=O)n(C)c(=O)n3C)n1,-11.1
CC1CCN(S(=O)(=O)c2ccc(F)c(C(=O)O)c2)CC1,-10.9
Cc1ccccc1-c1nnc(SCc2ccccc2F)o1,-20.8
COc1cc(Cl)ccc1NC(=O)COc1ccccc1C(=O)N1CCN(c2ccc(O)cc2)CC1,7.8
COC(=O)C(C(=O)NCC1CCCO1)C1CCCCCC1 (stereo not given),-11.1
N=c1c2c(-c3ccccc3)c(-c3ccccc3)oc2ncn1CCCN1CCOCC1,11.3
O=c1c(-c2ccc(F)cc2)coc2c3c(ccc12)OCCO3,3.3
COc1ccc(C)cc1-n1nnnc1SCn1nnc2ccccc2c1=O,-1.2
CCn1c(N2CCN(CC(=O)c3ccc(OC)cc3)CC2)nc2ccccc21,-24.1
Cc1cc(N2CCC(C(=O)NC3CCCCC3)CC2)nc(-c2ccccc2)n1,17.6
Cn1c(SCCOc2ccccc2Cl)nnc1-c1ccncc1,-1.6
CC(C)CNS(=O)(=O)c1ccc(S(=O)(=O)N2CCCN(Cc3ccccc3)C2)cc1,-16.1
Cc1cc(C(F)F)n2ncc(C(=O)N3CCc4ccccc4C3)c2n1,-48.4
CSc1n[nH]c(NC2=CC(=O)CCC2)n1,8.2
FC(F)(F)c1cc(-c2ccco2)nc(NCc2ccco2)n1,5.6
Cc1ccc(-n2c(=O)[nH]c3c(C(N)=O)nc(-c4ccc(C)o4)nc32)cc1,18.4
O=C(OCCN1C(=O)c2ccccc2C1=O)c1cc(S(=O)(=O)N2CCOCC2)ccc1F,-9.0
CCC(OC(=O)c1cc2sccc2n1C)C(=O)NCc1ccco1 (stereo not given),-4.8
CN(C)C(=O)COc1ccc2cc(-c3ccccc3)c(=O)oc2c1,-37.8
COc1ccc(OCC(=O)Nc2ccc(C)cc2)cc1,-7.3
O=C(CSc1nccn1-c1ccccc1)N1CCc2ccccc21,-7.3
COc1ccc(-n2nc(C(=O)NCc3ccco3)c3c4ccccc4n(C)c3c2=O)cc1,-45.9
CCCn1c(=N)n(CC(O)COc2cccc(C)c2)c2ccccc21 (stereo not given),-34.8
COc1ccc(CNC(=O)C(C)OC(=O)c2cccn2C)cc1 (stereo not given),-8.3
NS(=O)(=O)c1ccc(NC(=O)CSc2nnc(-c3cnccn3)n2-c2ccccc2)cc1,-1.1
COc1ccc(S(=O)(=O)N2C3CCC2CC(NC(=O)C2CC2)C3)cc1 (stereo not given),-9.5
Cc1cccc(C)c1NC(=O)Cn1cnc2c(=O)n(C)c(=O)n(C)c21,-15.6
O=C(O)c1ccc(Cl)c(S(=O)(=O)N2CCCCCC2)c1,-1.8

# Random excerpt: 2 entries already listed, in no set order.
canonical_smiles,GBA activity up
CN(C)C(=O)COc1ccc2cc(-c3ccccc3)c(=O)oc2c1,-37.8
Cc1ccc(-n2c(=O)[nH]c3c(C(N)=O)nc(-c4ccc(C)o4)nc32)cc1,18.4

# Going on with the list:
canonical_smiles,GBA activity up
O=C(Cn1cnc2c(nnn2Cc2ccc(F)cc2)c1=O)N1CCCc2ccccc21,-13.0
Cc1nc(SCC(=O)c2c(C)[nH]c3ccccc23)c2c(=O)n(C)c(=O)n(CC(C)C)c2n1,-21.3
CCOC(=O)NC(=O)CSc1nc2ccc(OCC)cc2[nH]1,-28.1
CCCN1Cc2cccc(C(=O)Nc3ccc(CN4CCCC4)cc3)c2C1=O,25.6
N#Cc1cc(N)c(Nc2ccccc2)cc1C#N,-0.6
CCn1ccnc1C(O)c1ccc(N(C)C)cc1 (stereo not given),26.9
Cc1cc(C)nc(NS(=O)(=O)c2ccc(NC(=O)C3CC(=O)N(c4ccccc4)C3)cc2)n1 (stereo not given),-17.1
Cc1noc(C)c1CSCC(=O)N1CCN(c2ccc(F)cc2)CC1,-8.7
CN1CCN(S(=O)(=O)c2cccc(C(=O)N(c3ccccn3)C3CCCCC3)c2)CC1,-47.9
COc1ccccc1N=C(C)C1=C(O)CSC1=O,-34.5
COc1cccc(-c2ccc(=O)n(CC(=O)NCCN3CCOCC3)n2)c1,-3.8
CCOC(=O)C1CCN(CC(=O)Nc2c(C(=O)OC)[nH]c3ccc(Cl)cc23)CC1,-23.1
CC(NC(=O)c1cn(C)c2ccc(S(=O)(=O)N3CCCC3)cc2c1=O)c1ccc2c(c1)OCCO2 (stereo not given),-20.1
COc1cc(NC(=O)c2ccc(COCC(F)(F)F)o2)cc(OC)c1OC,-3.2
COc1ccc(N(CC(O)Cn2nnc3ccccc32)S(=O)(=O)c2ccc(C)cc2)cc1 (stereo not given),-16.2
CCc1c(O)nc(SCC(=O)Nc2ccc(C)cc2)n(C2CCCCC2)c1=O,-4.6
COc1ccc(-c2nsc(SCC(=O)Nc3cc(C)on3)n2)cc1,-75.7
O=C(COC(=O)c1ccc(Br)c(S(=O)(=O)N2CCOCC2)c1)NCC1CCCO1 (stereo not given),2.4
Brc1c(CSc2nncn2-c2ccccc2)nc2ncccn12,0.4
O=C(CCSc1nnc(-c2ccncc2)o1)Nc1ccccc1,-15.9
CCOC(=O)CC1(CC(=O)OCC)NC(=O)c2c(C)sc(C(=O)OCC)c2N1,-6.2
COC(=O)CN(n1cnnc1)S(=O)(=O)c1ccccc1,1.3
Cc1c(-c2ccccc2)sc(N)c1C(=O)N1CCOCC1,-6.5
C=CCC(NCc1ccccc1)c1ccco1 (stereo not given),-95.7
O=c1cc(-c2ccccc2)nc(N2CCN(Cc3ccc4c(c3)OCO4)CC2)[nH]1,-45.7
COC(=O)c1ccccc1NC(=O)C1CC(=O)N(C2CCCCC2)C1 (stereo not given),6.5
Cc1ccccc1S(=O)(=O)Cc1ccc(C(=O)NCCCOC(C)C)o1,-9.8
O=C(NC1CCCCC1)C(c1ccco1)N(Cc1cccnc1)C(=O)C1COc2ccccc2O1 (stereo not given),17.4
CC(=O)c1c(N2CCOCC2)nc(=S)n(-c2cc(C)ccc2C)c1C,-6.2
COC(=O)c1c(NC(=O)c2ccc(S(=O)(=O)N3CCOCC3)cc2)sc2c1CCN(C)C2,-96.8
CCCS(=O)(=O)N1CCCC(C(=O)NCc2ccc3c(c2)OCO3)C1 (stereo not given),-0.2
COCCNC(=O)Cn1nc(C(F)(F)F)c(Cl)c1C,-14.8
COC(=O)c1ccccc1N1C(=O)C2C(C1=O)C1C=CC2C12CC2 (stereo not given),-38.9
O=C(O)C1C2C=CC(C2)C1C(=O)NCCc1ccccc1 (stereo not given),3.2
CN1CCN(C(=O)c2sc(=S)n(-c3ccccc3)c2N)CC1,0.1
O=C(NCc1ccco1)Nc1ccc2snnc2c1,16.0
CC(=O)c1c(C)[nH]c(C(=O)N2CCCCCC2)c1C,-3.6
O=C(c1ccc2c(c1)OCCCO2)c1cccs1,-28.4
COc1cc(C(=O)NCc2cn3ccccc3n2)cc(OC)c1OC,9.8
CCOC(=O)c1oc2ccc(S(=O)(=O)N3CCOCC3)cc2c1C,10.2
CC1CC(C)CN(c2ncnc3c2cnn3Cc2ccc(Cl)cc2)C1 (stereo not given),10.1
COc1ccc2c(Cl)c(-c3nnc4n3CCCCC4)sc2c1,18.4
CCOc1ccc(C(=O)Cc2ccc3oc(C(=O)O)cc3c2)c(O)c1,2.5
O=C(NCc1ccccc1)N(Cc1cc2cc3c(cc2[nH]c1=O)OCO3)CC1CCCO1 (stereo not given),23.6
CCOC(=O)c1c(C)nc2ccccn12,-24.4
C=CCN1C(=O)/C(=C2/Sc3ccccc3N2C)SC1=Nc1c(C)n[nH]c1C,-7.9
CCCc1cc(C(N)=O)c(NC(=O)c2cc(C)on2)s1,20.1
COc1ccc2[nH]c(=O)c(CN(C(=O)c3ccccn3)c3ccccc3)cc2c1,12.9
O=C(c1ccccc1)N1CCN(C2CC(=O)N(CCc3ccccc3)C2=O)CC1 (stereo not given),-27.8
CC(C)c1[nH]nc2c1C(c1cccc(OC(=O)N3CCOCC3)c1)C(C#N)=C(N)O2 (stereo not given),6.5
Cc1cccc2cc(C(c3nnnn3C3CCCC3)N3CCOCC3)c(=O)[nH]c12 (stereo not given),-43.5
c1ccc(-c2cc(N3CCOCC3)nc(-c3ccccc3)n2)cc1,-14.3
Cc1ccc(-n2nc3c(c2NC(=O)c2ccc4c(c2)OCO4)CS(=O)C3)cc1 (stereo not given),-32.5
Cc1c(C)c2cc(Cl)c(OCc3nn[nH]n3)cc2oc1=O,-11.2
COc1ccccc1Cc1noc(COc2cccc(C)c2C)n1,-4.1
COc1ccccc1-n1cnc(N)c1C(C)=O,8.7
N#Cc1c(NC(=O)CSc2nnnn2C2CCCCC2)sc2c1CCCC2,-7.5
O=C(Nc1cccc(-c2cn3ccsc3n2)c1)c1ccccc1,5.7
O=C1CCCc2nc(NCc3ccco3)ncc21,-4.6
COc1ccccc1-c1ccc(=O)n(CC(=O)NC(C)(C)C)n1,16.0

# Next part:
canonical_smiles,GBA activity up
COc1ccccc1NC(=O)CN1CCC(n2nnc3cc(F)ccc32)CC1,-40.1
N=c1ccn(Cc2ccc(Cl)c(Cl)c2)cc1,-67.1
O=S1(=O)CC(O)C(NCc2cccnc2)C1 (stereo not given),3.7
CC1Oc2ccccc2N(CC(=O)N2CCc3ccccc32)C1=O (stereo not given),-4.3
COc1ccc(NS(=O)(=O)c2ccc(SC)cc2)cc1,-14.6
O=C(NCCN1CCCC1)c1ccc(Cn2c(=S)[nH]c3cc4c(cc3c2=O)OCO4)cc1,51.4
COc1ccc(CNS(=O)(=O)c2ccc3oc(C(=O)O)c(C)c3c2)cc1,-36.4
O=C(c1cccc(Cl)c1)N1CCN(Cc2ccncc2)CC1,0.7
CCCCOC(=O)CSC1=C(C#N)C(c2ccccc2OCC)C(C#N)C(=O)N1 (stereo not given),30.1
CCc1cc(C(=O)Cc2nc3ccccc3[nH]2)c(O)cc1O,-8.3
O=C(O)CCCNS(=O)(=O)c1ccc(Br)s1,-11.7
COc1ccc(C)cc1S(=O)(=O)NC1CCCC1,-7.4
CCOCc1nnc(NC(=O)CSCc2ccccc2)s1,-7.3
CC(C)(C)C(=O)NC1CCN(S(=O)(=O)c2cccc(C(F)(F)F)c2)CC1,8.0
CCCC(=O)Nc1cc(-c2nn(C)c(=O)c3ccccc23)ccc1OC,-11.3

# In another format: 4 of the compounds above.
COc1ccc(CNS(=O)(=O)c2ccc3oc(C(=O)O)c(C)c3c2)cc1
- GBA activity up: -36.4

O=S1(=O)CC(O)C(NCc2cccnc2)C1 (stereo not given)
- GBA activity up: 3.7

CC(C)(C)C(=O)NC1CCN(S(=O)(=O)c2cccc(C(F)(F)F)c2)CC1
- GBA activity up: 8.0

COc1ccc(NS(=O)(=O)c2ccc(SC)cc2)cc1
- GBA activity up: -14.6

# Next results follow.
canonical_smiles,GBA activity up
Cc1cc(=O)n2c(n1)OC(CO)C2 (stereo not given),-4.1
O=S(=O)(NC1CCCC1)c1ccc(S(=O)(=O)N2CCc3ccccc32)cc1,-34.0
CCCc1nc(SCC(=O)N2CCc3ccccc32)c2c(=O)n(C)c(=O)n(C)c2n1,-2.3
Cc1ccc(-c2ccc(=O)n(CC(=O)NCCCN3CCCCC3C)n2)cc1 (stereo not given),-26.6
CCOC(=O)C1CCCN(S(=O)(=O)c2c(C)c(C)cc(C)c2C)C1 (stereo not given),-20.2
COC(=O)C1CCN(C(=O)C23CCC(C)(C(=O)O2)C3(C)C)CC1 (stereo not given),-0.6
Cc1ccc(C)c(/C(O)=C2/C(=O)C(=O)N(CCN3CCOCC3)C2c2ccc(C)o2)c1 (stereo not given),20.8
O=C(CSc1n[nH]c(C2CCCC2)n1)NC1CCCC1,-11.6
CC1(C)Cc2c(sc3ncnc(N)c23)CO1,-5.5
O=C(NCCCN1CCN(c2cccc(Cl)c2)CC1)c1ccc(N2CCCC2=O)cc1,-70.8
Cc1cc(C)n(-c2ccc(C(=O)OCC(=O)c3ccc(Br)s3)cc2)n1,7.6
CN(C)CC(=O)Nc1cc(C(F)(F)F)ccc1Cl,-1.7
Cc1ccc(S(=O)(=O)N2CCC(C(=O)N3CCC[C@H]3C(=O)NC3CCS(=O)(=O)C3)CC2)cc1 (stereo not given in full),-19.7
CCOC(=O)c1cnc2cc3c(cn2c1=O)CCCC3,-1.5
